Compound activity deposited in PubChem BioAssay by several laboratories.
SIAE primary = human SIAE inhibitors, primary screen, biochemical, fluorescence polarization, FP-Rh probe, 1536-well HTS. 0.69% of 370,000 active. inhibition, % at 9.66 µM. Sialate O-acetylesterase (Homo sapiens), Q9HAT2. AID 1053197, 2014. SIAE FP-Rh probe binding;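 active = inhibition above a cutoff: mean of compounds within the control limits plus 3 SD of those, cut at about 17% in these data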;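 note: 0% = plate median of compound wells and 100% = probe without SIAE protein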
TDP2 absorb = human TDP2 enzyme inhibitors, primary screen, biochemical, epi absorbance, recombinant enzyme; Tyrosyl-DNA phosphodiesterase 2 (Homo sapiens), O95551; T5PNP hydrolysis, p-nitrophenol absorbance 415 nm; inhibition, % at 12.8 µM; 0.34% of 370,000 active; AID 720702, 2013;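 active = inhibition above the mean of all tested compounds plus 3 SD, set per campaign, cut at about 25% in these data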;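 note: 0% = DMSO with enzyme and 100% = buffer with substrate but no TDP2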
Target sequence (O95551 whole entry, looked up): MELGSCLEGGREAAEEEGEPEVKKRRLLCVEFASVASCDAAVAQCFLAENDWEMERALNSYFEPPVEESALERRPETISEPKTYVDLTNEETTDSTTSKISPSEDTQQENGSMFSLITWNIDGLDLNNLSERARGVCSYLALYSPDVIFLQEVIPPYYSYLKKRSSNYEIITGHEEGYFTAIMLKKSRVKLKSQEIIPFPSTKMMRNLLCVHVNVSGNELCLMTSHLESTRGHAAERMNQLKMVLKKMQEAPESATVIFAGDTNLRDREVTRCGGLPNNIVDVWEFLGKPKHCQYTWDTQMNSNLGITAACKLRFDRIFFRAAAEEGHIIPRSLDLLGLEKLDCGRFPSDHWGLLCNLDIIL
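System – recombinant human TDP2 · Quantity – TDP2 enzyme at 120 nM final · Doses – single concentration, 12.8 µM nominal, with 1% DMSO · Incubation – 2 h at 37 °C · Measured by – epi absorbance of p-nitrophenol freed from T5PNP by hydrolysis · Read-out – % inhibition relative to enzyme-containing and enzyme-free wells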
mABHD4 FP = ABHD4 inhibitors, primary screen, biochemical, fluorescence polarization, mouse. purified mABHD4, FP-Rh probe fluorescence polarization. (Lyso)-N-acylphosphatidylethanolamine lipase (Mus musculus), Q8VD66. 0.54% of 370,000 active. inhibition, % at 8.92 µM;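 active = inhibition exceeding the mean over every tested compound plus 3 SD, cut at about 30% in these data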;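 note: 0% = plate median of compound wells and 100% = S159A mutant with DMSO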
Target sequence (Q8VD66 whole entry, looked up): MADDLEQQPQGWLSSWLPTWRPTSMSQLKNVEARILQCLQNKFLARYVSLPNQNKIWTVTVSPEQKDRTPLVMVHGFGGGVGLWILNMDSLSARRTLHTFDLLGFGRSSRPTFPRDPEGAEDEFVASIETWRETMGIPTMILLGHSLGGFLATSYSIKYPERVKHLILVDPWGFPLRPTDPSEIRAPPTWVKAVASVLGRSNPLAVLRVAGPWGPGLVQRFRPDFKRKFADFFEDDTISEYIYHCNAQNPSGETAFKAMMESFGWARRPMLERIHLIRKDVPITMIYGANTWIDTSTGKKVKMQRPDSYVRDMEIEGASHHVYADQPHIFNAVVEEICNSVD
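Doses – 8.92 µM, single dose · Material – wild-type mouse ABHD4 protein · Replication – single well per compound (singlicate) · Measure – percent inhibition of probe binding, normalized to plate controls · Schedule – 45 min compound pre-incubation plus 60 min probe step, 25 °C · Detection – fluorescence polarization with parallel and perpendicular emission, 525/598 nm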
HTRA1 inhibitor = HTRA1 serine protease inhibitors, primary screen, biochemical, fluorescence polarization, HTS. Q92743. recombinant HTRA1, FP-rhodamine activity-based probe. inhibition, % at 5.96 µM. 0.5% of 340,000 active; in the data active = inhibition above about 36%;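 note: 0% = enzyme with DMSO and 100% = wells lacking enzyme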
rCAG binder = binders of r(CAG) RNA repeats, primary screen, biochemical, fluorescence. r(CAG) RNA repeat, TO-PRO-1 dye displacement fluorescence. inhibition, % at 3 µM. 1.3% of 370,000 active;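 active = inhibition above the plate cutoff, the mean of all test compounds on that plate plus 3 SD, cut at about 35% in these data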;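 note: 0% = DMSO alone and 100% = 100 µM mitoxantrone as full dye displacement; higher means more dye released from RNA so lower well fluorescence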
TCR CD3 inh = inhibitors of human TCR-CD3 interaction, primary screen, biochemical, fluorescence, TAMRA-labeled TCR probe | inhibition, % at 9.4 µM | 0.37% of 360,000 active; in the data active = inhibition above about 19%;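 note: recombinant mutant TCR 2C K166C tagged with TAMRA read by polarization; 0% = receptor in buffer alone and 100% = receptor with positive control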
MBD2 inh = inhibitors of MBD2 binding to methylated DNA, primary screen, biochemical, TR-FRET, DNA-binding domain, human; MBD2 binding to methylated oligonucleotide; inhibition, % at 4.4 µM; 0.31% of 370,000 active; AID 686964, 2013; in the data active = inhibition above about 13%
NPR2 activator = human GC-B receptor activators, primary screen, HEK293 GC-B cells, cGMP TR-FRET, EC30 CNP; 0% at EC30 CNP, 100% saturating CNP; 0.11% of 370,000 active; activation, % at 10 µM; AID 1920062, 2024;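 active = activation at 10 µM reaching about 35% in either raw or pattern-adjusted values, limit read from the data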
LEDGF integ inh = blockers of LEDGF/p75-dependent integrase strand transfer – biochemical, TR-FRET, high throughput, primary screen; HIV-1 integrase (with human LEDGF/p75); TR-FRET IN-LEDGF/p75 DNA integration, Eu/Cy5; inhibition, % at 3.7 µM; 0.64% of 370,000 active;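 active = inhibition above the screen-wide mean plus 3 SD, cut at about 13% in these data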;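 note: signal is the Cy5 over europium emission ratio at 671 and 618 nm; 0% = plate median of compound wells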
PRMT1 FP inh = PRMT1 methyltransferase inhibitors, primary screen, biochemical, fluorescence polarization; Protein arginine N-methyltransferase 1 (Homo sapiens), Q99873; recombinant PRMT1, activity-based probe fluorescence polarization; inhibition, % at 2.79 µM; 1.3% of 370,000 active; AID 652257, 2013;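 active = inhibition above about 21% made by adding two undisclosed values, limit read from the data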
The depositor's hits bear a star; . = not tested or not shown. These rows are one share of the data; the hit share may differ from the screen's.

Below each compound: SIAE primary, TDP2 absorb, mABHD4 FP, HTRA1 inhibitor, rCAG binder, TCR CD3 inh, MBD2 inh, NPR2 activator, LEDGF integ inh, PRMT1 FP inh
Cc1cc(C)cc(-n2c(C)cc(/C=N/NC(=O)CN(c3c(C)cccc3C)S(C)(=O)=O)c2C)c1
    2, 6, -9, -1, 5, 2, 4, -2, 5, -1
CC(NC(=O)COc1cccnc1[N+](=O)[O-])c1ccc(Cl)cc1 (centres undefined)
    -2, 11, 0, -1, 1, 7, -1, -6, 4, -3
O=C(NC(=S)Nc1ccc(S(=O)(=O)N2CCCCCC2)cc1)c1cccs1
    -4, 7, -1, 0, 2, 8, 0, 5, -3, -4
CS(=O)(=O)c1ccc2nc(NC(=O)C3C4C=CC(C4)C3C(=O)O)sc2c1 (centres undefined)
    -1, 7, -2, -3, 2, 4, 5, 1, -2, -2
O=C(Cc1ccc(Cl)cc1)NC(=S)Nc1ccccc1O
    -5, -7, -9, -31, 3, 4, 1, 3, -4, -3
CCCCn1c(=O)[nH]c(=O)c2c1nc(-c1ccc(-c3ccc(F)cc3)o1)n2C
    0, 3, 4, ., 3, -4, 8, 12, -5, 0
Cc1noc(C)c1C(=O)N1CCC1(C)C(=O)NS(=O)(=O)c1cccs1 (centres undefined)
    3, 4, -2, ., -1, 1, -3, 4, 2, 5
CCN(CC)C(=O)CN(Cc1ccccc1)S(=O)(=O)c1ccc(F)cc1
    9, 6, -5, 4, -7, 9, -1, 2, 0, -1
Cc1ccccc1S(=O)(=O)N(C)C[C@H]1OCc2cnnn2CCCC(=O)N([C@H](C)CO)C[C@H]1C
    7, 13, 6, 3, 1, -6, -3, -1, 0, 0
COc1ccc(C(=O)C2CCCN(C(=O)c3noc4c3CCCC4)C2)cc1F (centres undefined)
    -3, -2, -4, -4, -5, -6, 4, -3, 7, -1
O=C(NCC1COc2ccccc2O1)c1ccc(-n2cncn2)c([N+](=O)[O-])c1 (centres undefined)
    6, 8, 1, -8, -3, 5, -4, -12, 1, -1
CC(=O)c1ccc(S(=O)(=O)N2CCN(C(=O)C(=O)c3cccc(C(F)(F)F)c3)CC2)cc1
    -3, 10, 6, ., 1, 5, 9, -1, 1, 5
COC(=O)C1C(C(C)C)N(c2ccccc2)OC1(C)O (centres undefined)
    -4, -2, 0, 0, -2, -3, -3, 2, 4, 8
Cc1ccc(S(=O)(=O)N2CCCc3cc(NC(=O)c4c(F)cccc4F)ccc32)cc1
    -22, -2, -10, -43, 11, 6, -1, -2, 2, 4
Cc1ccnc(NS(=O)(=O)c2ccc(NC(=O)c3ccc(N4C(=O)CCC4=O)cc3)cc2)n1
    -9, -2, -5, 5, 10, 7, -1, 9, -2, 0
C/C(=N/NC(=O)CNC(=O)c1ccncc1)c1ccc(Cl)cc1
    7, 12, -3, 5, -3, 2, -6, -12, 2, -5
CS(=O)(=O)N1CCN(c2ccccc2NC(=O)CSc2nnc(-c3ccco3)o2)CC1
    6, 11, -4, -5, 1, -1, -3, 5, -5, 1
COc1ccc(CCNC(=O)C(=O)NCC2OCCN2S(=O)(=O)c2ccc(Cl)cc2)cc1OC (centres undefined)
    -3, 11, 4, 5, 3, 8, -9, 3, -2, -1
O=C(c1ccc(F)cc1)n1c(=S)nc2ccccn21
    5, -24, -10, 5, 1, 4, 2, -1, 3, 2
CC(C)(C)C(c1nc2ccccc2[nH]1)n1c(-c2ccsc2)nc2ccccc21 (centres undefined)
    -9, -3, -42, ., 7, -1, 5, -31, 2, 2
COc1ccc(N(Cc2ccccc2)S(=O)(=O)c2cccc(C(=O)Nc3ncccc3C)c2)cc1
    -7, -17, -12, -14, 3, 1, 2, -2, 5, -4
CC(=O)c1ccc(C(=O)N2CCc3c([nH]c4ccccc34)C2c2cccc(C)n2)s1 (centres undefined)
    -6, -5, -16, -12, 9, 5, -4, 2, 0, -2
Cc1cccc(CCNC(=O)CSc2nc3c([nH]2)c(=O)n(C)c(=O)n3C)c1
    1, 4, 4, ., 1, ., -3, 1, -1, 1
N#Cc1ccccc1OCCn1cncn1
    -5, 13, 5, 3, 1, -3, 1, 3, -3, -3
C=CCNc1nc(N2CCOCC2)c(C#N)c2c1CN(C)CC2
    3, -1, 4, 8, -4, -5, -3, 0, -4, 5
O=C(Oc1c(Cl)cc(Cl)c2cccnc12)N1CCCCC1
    -1, -5, 8, 7, -7, -2, 5, 6, -2, 1
COc1ccc(C(OC(=O)c2ccco2)C(=O)NC2CCCC2)cc1 (centres undefined)
    1, 10, -2, -4, -4, 1, 4, -1, 1, -2
CCOc1ccc(NC(=O)CN(C)C(=O)CN2C(=O)C3CC=CCC3C2=O)cc1OCC (centres undefined)
    12, -20, 8, -2, -6, 8, 0, -4, 2, -2
CCOC(=O)CN(C(=O)COc1nc(-c2ccccc2)cc(C)c1C#N)c1cccc(OC)c1
    -11, 10, -3, -5, 0, -1, 3, -4, 3, 0
CCc1c(C(C)=O)oc2ccc3c(C)cc(=O)oc3c12
    -1, 1, -6, 5, 6, 3, 2, 0, 4, -2

Remaining list, next part
compound | SIAE primary | TDP2 absorb | mABHD4 FP | HTRA1 inhibitor | rCAG binder | TCR CD3 inh | MBD2 inh | NPR2 activator | LEDGF integ inh | PRMT1 FP inh
COc1ccc(NC2CCCN(C(=O)c3ccc(OC)o3)C2)cc1 (centres undefined) | 9 | 16 | 2 | 7 | 0 | 3 | -7 | 4 | 0 | -1
CC1CN(C(=O)COC(=O)c2cc(Cl)ccc2[N+](=O)[O-])CC(C)O1 (centres undefined) | -1 | -1 | -4 | 7 | -4 | -2 | 6 | 4 | -1 | 4
CSc1ncccc1C(=O)Nc1cccc(S(=O)(=O)N(C)c2ccccc2)c1 | -8 | 5 | -6 | -21 | 8 | 5 | 3 | -2 | 0 | 0
O=C(N/N=C/c1ccc[nH]1)c1cccc(Br)c1 | 10 | -14 | 0 | -3 | 1 | 3 | 1 | -7 | 8 | -2
O=C(Nc1ccccc1C(=O)N/N=C/c1ccc(O)cc1)c1ccccc1 | -8 | -16 | -1 | -10 | 7 | 2 | -2 | -2 | -7 | 2
Cc1cc(C(C)(C)C)cc(S(=O)(=O)NCCc2ccncc2)c1C | -1 | 13 | -7 | 2 | -8 | 3 | 1 | 1 | 3 | -6
Cc1noc(C)c1C(=O)OCC(=O)c1c(N)n(CC(C)C)c(=O)n(C)c1=O | 4 | 6 | 4 | 8 | -6 | 1 | 2 | -10 | 1 | -2
COc1ccc(Cc2c(-c3ccc(C)cc3)nc3c4ccccc4ccn23)c(C)c1 | -8 | 17 | -4 | . | 5 | 1 | 8 | 6 | 0 | -2
CCCC#Cc1ccc(CC[C@H]2O[C@H]3CC[C@@H](CO)O[C@H]3C[C@H]2NC(=O)CN2CCOCC2)cc1 | -3 | -5 | -5 | . | 0 | . | -3 | 5 | 7 | 0
CCC(=O)N(C(=O)CC)N1CCN(c2ccncc2S(=O)(=O)N2CCCCC2)CC1 | 2 | 5 | 0 | 0 | -8 | -2 | -3 | -1 | 3 | -5
O=C(NO)C1CC2C=CC1C2 (centres undefined) | 4 | -15 | -4 | 0 | 2 | 4 | 1 | 1 | 1 | 3
O=C(Nc1nc(=O)c2ccccc2s1)c1ccc(Cl)cc1 | -3 | -3 | 8 | 8 | 1 | -5 | -8 | -4 | 3 | 32*
COc1ccc(CC(=O)Nc2cc(C)ccn2)cc1 | -3 | -1 | 2 | -1 | -1 | 2 | 1 | 4 | -1 | -4

Of the compounds above, 6 contain fluorine:
compound | SIAE primary | TDP2 absorb | mABHD4 FP | HTRA1 inhibitor | rCAG binder | TCR CD3 inh | MBD2 inh | NPR2 activator | LEDGF integ inh | PRMT1 FP inh
CCCCn1c(=O)[nH]c(=O)c2c1nc(-c1ccc(-c3ccc(F)cc3)o1)n2C | 0 | 3 | 4 | . | 3 | -4 | 8 | 12 | -5 | 0
CCN(CC)C(=O)CN(Cc1ccccc1)S(=O)(=O)c1ccc(F)cc1 | 9 | 6 | -5 | 4 | -7 | 9 | -1 | 2 | 0 | -1
COc1ccc(C(=O)C2CCCN(C(=O)c3noc4c3CCCC4)C2)cc1F (centres undefined) | -3 | -2 | -4 | -4 | -5 | -6 | 4 | -3 | 7 | -1
CC(=O)c1ccc(S(=O)(=O)N2CCN(C(=O)C(=O)c3cccc(C(F)(F)F)c3)CC2)cc1 | -3 | 10 | 6 | . | 1 | 5 | 9 | -1 | 1 | 5
Cc1ccc(S(=O)(=O)N2CCCc3cc(NC(=O)c4c(F)cccc4F)ccc32)cc1 | -22 | -2 | -10 | -43 | 11 | 6 | -1 | -2 | 2 | 4
O=C(c1ccc(F)cc1)n1c(=S)nc2ccccn21 | 5 | -24 | -10 | 5 | 1 | 4 | 2 | -1 | 3 | 2

By substructure: those above containing a tert-butyl group
compound | SIAE primary | TDP2 absorb | mABHD4 FP | HTRA1 inhibitor | rCAG binder | TCR CD3 inh | MBD2 inh | NPR2 activator | LEDGF integ inh | PRMT1 FP inh
CC(C)(C)C(c1nc2ccccc2[nH]1)n1c(-c2ccsc2)nc2ccccc21 (centres undefined) | -9 | -3 | -42 | . | 7 | -1 | 5 | -31 | 2 | 2
Cc1cc(C(C)(C)C)cc(S(=O)(=O)NCCc2ccncc2)c1C | -1 | 13 | -7 | 2 | -8 | 3 | 1 | 1 | 3 | -6
